# Screens (PubChem BioAssay)
# OX1R FRET antag: OX1R (human) antagonism; O43613; OX1R-expressing cells, FRET antagonist read-out; inhibition, % at 6.6 µM; hit rate 1.8% among 330,000; in the data active means inhibition mostly above about 38%, no sharp cut-off; inactive means mostly below about 40%;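 further: 0% = agonist challenge alone and 100% = reference antagonist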
# Target sequence (O43613 whole entry, looked up): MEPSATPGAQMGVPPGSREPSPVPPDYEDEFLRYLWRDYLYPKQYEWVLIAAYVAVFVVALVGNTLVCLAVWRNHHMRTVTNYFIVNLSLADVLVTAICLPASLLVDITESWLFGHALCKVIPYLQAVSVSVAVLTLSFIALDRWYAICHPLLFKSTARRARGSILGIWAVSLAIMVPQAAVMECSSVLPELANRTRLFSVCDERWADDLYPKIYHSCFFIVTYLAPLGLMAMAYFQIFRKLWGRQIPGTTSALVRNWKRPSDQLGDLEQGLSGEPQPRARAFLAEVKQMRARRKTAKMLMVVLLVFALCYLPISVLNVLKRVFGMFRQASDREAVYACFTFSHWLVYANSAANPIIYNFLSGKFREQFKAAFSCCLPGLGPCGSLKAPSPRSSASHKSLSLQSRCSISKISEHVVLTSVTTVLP
# KCNQ2 inh: KCNQ2 potassium channel inhibitors, primary screen, cell-based, CHO-K1, FluxOR thallium flux, B-score (AID 2156); B-score at 10 µM; hit rate 1.1% among 310,000; 20 min; active compounds read low;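 active means fluorescence ratio B-score at most minus 3 library SDs, with starting brightness B-score within 2 library SDs, cut at about -5.5 in these data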
# STK33 kinase inh: inhibitors of human STK33 kinase. purified STK33, MBP phosphorylation, ADP-Glo luminescence. inhibition, % at 10 µM. hit rate 0.073% among 320,000. AID 2661;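 active means inhibition at or above 25%, using the most active replicate where run in duplicate; inactive means inhibition below 25%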
# Target sequence (Q9BYT3 whole entry, looked up): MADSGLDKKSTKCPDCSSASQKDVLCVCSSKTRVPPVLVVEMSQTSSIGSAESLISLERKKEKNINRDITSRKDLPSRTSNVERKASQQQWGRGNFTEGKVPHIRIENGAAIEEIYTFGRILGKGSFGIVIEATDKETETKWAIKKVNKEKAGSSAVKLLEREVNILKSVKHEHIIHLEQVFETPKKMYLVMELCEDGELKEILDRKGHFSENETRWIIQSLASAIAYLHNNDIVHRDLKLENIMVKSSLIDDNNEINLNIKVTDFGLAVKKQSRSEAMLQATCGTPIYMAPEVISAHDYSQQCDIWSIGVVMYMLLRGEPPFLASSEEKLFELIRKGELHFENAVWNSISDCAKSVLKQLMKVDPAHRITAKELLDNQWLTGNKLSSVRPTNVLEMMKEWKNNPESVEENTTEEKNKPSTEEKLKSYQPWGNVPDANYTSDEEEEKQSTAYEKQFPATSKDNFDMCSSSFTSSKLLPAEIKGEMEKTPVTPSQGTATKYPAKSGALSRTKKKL
# Numbers without * were called inactive; i = inactive; nt = not tested or not shown.
# Preview (2 entries):
SMILES,OX1R FRET antag,KCNQ2 inh,STK33 kinase inh
CC1CN(C(=S)NC(=O)c2ccc([N+](=O)[O-])cc2)CC(C)O1 (stereo not drawn),120*,i,6.6
CCN(CC)C(=O)Cn1cc(C(=O)C(=O)N2CC=C(c3ccccc3)CC2)c2ccccc21,14,i,-3.0

# Results (from the top)
SMILES,OX1R FRET antag,KCNQ2 inh,STK33 kinase inh
CC1CN(C(=S)NC(=O)c2ccc([N+](=O)[O-])cc2)CC(C)O1 (stereo not drawn),120*,i,6.6
CCN(CC)C(=O)Cn1cc(C(=O)C(=O)N2CC=C(c3ccccc3)CC2)c2ccccc21,14,i,-3.0
Cc1cc2nc(/N=C(\N)NC(=O)N3c4ccccc4Sc4ccccc43)nc(C)c2cc1C,20,nt,0.0
Cc1nc(N(C)Cc2ccccc2)c2nnn(Cc3ccccc3)c2n1,25,i,-0.8
CC(C)Cn1c(N)c(C(=O)COC(=O)CC23CC4CC(CC(C4)C2)C3)c(=O)n(C)c1=O,58,i,-1.1
Cc1ccc(NC(=O)CCn2cccc2)cc1,9,i,-0.2
Cc1cc(OC2CCCCC2)nc(NCc2ccccc2)n1,10,i,1.5
CCCn1nc2cc(C(=O)NCCc3ccc(C)cc3)ccc2c1OCC,11,i,-1.0
O=C(COC(=O)c1ccc([N+](=O)[O-])s1)Nc1ccc(F)cc1,42*,nt,-1.0
CC(=O)N1CCSc2ccc(S(=O)(=O)NCc3ccccc3)cc21,44,i,-1.0
COc1ccc(-c2nc3cc(NC(=S)NC(=O)Cc4ccccc4)ccc3o2)cc1,19,i,-0.6
CC1SC(=NC(=O)c2ccco2)NC1=O (stereo not drawn),19,i,-0.2
COc1cc2c(cc1OC)C(C)N(C(=O)c1sccc1C)CC2 (stereo not drawn),15,i,-1.1
C=CCNCC#CCOc1ccc(OC)cc1,5,i,-1.4
COc1ccc(-n2cc(-c3ccccc3)c3c(NCCOCCO)ncnc32)cc1,-6,i,-0.2
O=c1cc(NC2CCCCC2)[nH]c(=O)[nH]1,-3,i,-1.4
O=C(Nc1ccc(S(=O)(=O)N2CCCC2)cc1)c1cccnc1,1,i,-3.3
O=c1[nH]cc(NCCc2ccccc2)c(=O)[nH]1,16,i,1.1
CCOC(=O)C1(CCOc2ccccc2)CCN(CC2CC2)CC1,6,i,-0.2
CCCCOc1ccc(CONS(=O)(=O)c2ccc(NC(C)=O)cc2)cc1Cl,12,i,-0.6
CCN(C(=O)CSc1nnc(-c2ccncc2)n1C)C1CCS(=O)(=O)C1 (stereo not drawn),11,i,-1.1
CCOc1cc(S(=O)(=O)NC2CC(C)(C)NC(C)(C)C2)ccc1Cl,-4,i,0.2
CCCc1c(C(=O)N/N=C/c2ccc(OCc3ccccc3)c(OC)c2)nnn1-c1nonc1N,9,i,-0.4
O=C(O)CC(Cc1ccc(Cl)cc1)C(=O)Nc1ccc([N+](=O)[O-])cc1 (stereo not drawn),7,i,-2.3

# Individual results from the entries so far:
# `CCCCOc1ccc(CONS(=O)(=O)c2ccc(NC(C)=O)cc2)cc1Cl` in STK33 kinase inh is entered as -0.6
# `COc1ccc(-n2cc(-c3ccccc3)c3c(NCCOCCO)ncnc32)cc1` in STK33 kinase inh is entered as -0.2

# (further entries)
SMILES,OX1R FRET antag,KCNQ2 inh,STK33 kinase inh
COc1ccc(/C=N/Nc2ccccc2C(=O)O)cc1,-2,i,-0.2
N#Cc1ccc(C(=O)N2CCN(S(=O)(=O)c3ccc(Cl)s3)CC2)cc1,7,nt,-1.7
Cc1cc(C)c2cc(CN(Cc3cccs3)Cc3nnnn3CC3CCCO3)c(=O)[nH]c2c1 (stereo not drawn),14,i,-0.8
Cc1ccc(NC(=O)CSc2nn3c(=O)c(C)nnc3s2)cc1Cl,54*,i,-0.8
Cc1ccc(NC(=O)COC(=O)CCc2ccc(S(=O)(=O)N3CCOCC3)cc2)cc1F,4,i,-1.5
N#Cc1ccc(C(=O)NC(=S)N2CCN(C=O)CC2)cc1,12,nt,0.2
O=C(NN1C(=O)NC2(CCCCC2)C1=O)c1cc(F)cc(F)c1,2,nt,-2.9
CCOC(=O)C(Cc1c(F)cccc1F)(NC(C)=O)C(=O)OCC,10,i,0.0
O=C(c1ccccc1)c1ccc(Oc2ncccn2)cc1,1,i,-0.9
O=C(COC(=O)[C@H](Cc1c[nH]c2ccccc12)NC(=O)c1cccs1)NCc1ccccc1,16,i,0.8
O=C(COc1ccc(S(=O)(=O)N2CCOCC2)cc1Cl)NC1CC1,14,i,-1.1
CCOC(=O)N1CCC(NC(=O)C2CCN(S(=O)(=O)c3ccc4c(c3)oc(=O)n4C)CC2)CC1,9,i,-3.0

# Profiles, quoted from the list.
# N#Cc1ccc(C(=O)N2CCN(S(=O)(=O)c3ccc(Cl)s3)CC2)cc1 across the screens: OX1R FRET antag = 7; KCNQ2 inh = nt; STK33 kinase inh = -1.7
# O=C(c1ccccc1)c1ccc(Oc2ncccn2)cc1 across the screens: OX1R FRET antag = 1; KCNQ2 inh = i; STK33 kinase inh = -0.9

# Continued.
SMILES,OX1R FRET antag,KCNQ2 inh,STK33 kinase inh
Cc1ccc(Cl)cc1NC(=S)N(CCCN1CCOCC1)Cc1ccccn1,15,i,0.0
Cc1ccc(NC(=O)CSc2nnc(CNC(=O)c3c(F)cccc3Cl)o2)cc1,5,i,0.3
CCN(CC)c1ccc(/C=N/NC(=O)CNC(=O)c2ccc3c(c2)OCCO3)cc1,26,i,0.3
Cc1cccc(N2CCN(C3=NC(=O)C(Cc4ccccc4)S3)CC2)c1 (stereo not drawn),6,i,-0.1
Cc1cc2cc3c(cc2nc1SCc1ccccn1)OCCO3,25,i,-0.7
CCOC(=O)C1(Cc2ccc(Cl)cc2)CCN(C(=O)c2cnc(C)cn2)CC1,13,i,-1.0
CC1CCCC(n2cnc3cc(C(=O)O)ccc32)C1C (stereo not drawn),15,i,0.0
CSc1nsc(SCC(=O)Nc2c(C)n(C)n(-c3ccccc3)c2=O)n1,3,i,0.7
CCOc1ccc(NC(=O)C2CCN(S(=O)(=O)c3c(C)n[nH]c3C)CC2)cc1,10,i,-0.1
CCCN(CC(=O)c1cc(C)n(C)c1C)S(=O)(=O)c1cccc(C(F)(F)F)c1,25,i,-1.2
Cc1ccc(-c2nc3ncccc3o2)cc1NC(=O)c1sc2ccccc2c1Cl,3,i,8.6
CCOC(=O)C1CCN(C(=O)CNC(=O)c2nn(-c3ccc(OC)cc3OC)c(=O)c3ccccc23)CC1,10,i,0.7
Cc1nc2ccccc2nc1OCc1cccc([N+](=O)[O-])c1,10,i,-0.4
CC(C)CNC(=S)NNC(=O)c1ccc2c(c1)OCO2,-4,i,0.4
CC(C)N(C(=O)CSc1nc2c([nH]1)c(=O)n(C)c(=O)n2C)c1ccccc1,10,i,0.1
COc1ccc(CCN2C(=O)CC(Cc3ccccc3)C2=O)cc1OC (stereo not drawn),8,i,-0.3
CC1CCCC(NC(=O)c2ccc(COc3ccccc3)o2)C1C (stereo not drawn),18,i,0.2
COc1ccc(OCC(O)CNC(=O)c2cccs2)cc1 (stereo not drawn),7,i,-0.7
COc1ccc(S(=O)(=O)Nc2ccc3c(c2)C(=O)N([C@H](C)CO)C[C@H](C)[C@@H](CN(C)C(=O)Nc2ccc(C(F)(F)F)cc2)O3)cc1,6,nt,0.2
Cc1ccccc1NC(=O)CCN1CCc2ccccc2C1,-2,i,4.3
COc1ccccc1OCCCOc1cccc(/C=C2\SC(=O)NC2=O)c1,78*,i,nt
O=C(/C=C/Nc1nccs1)C(F)(F)Cl,0,i,-1.6
Cc1nn(CCCC(=O)NCCCN2CCN(C)CC2)c(=O)c2c1sc1ccccc12,20,i,0.9
COc1cccc(C(=O)NNC(=O)C(=O)N2CCCCC2)c1,14,i,-0.7
CCOc1cc(NC(=S)NCc2ccco2)c(OCC)cc1NC(=O)C1CC1,13,i,-2.2
O=C(N/N=C/C=C\c1ccccc1[N+](=O)[O-])c1cccnc1,15,i,-0.7
COc1ccc2nc(Cl)c(C3CC(c4ccco4)=NN3C(=O)CCC(=O)O)cc2c1 (stereo not drawn),22,i,-1.2
CCN(Cc1ccccc1)C(=O)c1cc(-c2ccc(OC)c(OC)c2)nc2ccccc12,17,-6.4*,-1.4
N/C(=N\OC(=O)N1CCOCC1)c1ccc(Br)cc1,10,i,-2.6
COc1ccc(NC(=O)CN(C)CC(=O)NC2CCC(C)CC2)cc1 (stereo not drawn),-1,nt,-0.9
COc1ccc(N2CC(C(=O)Nc3nnc(SCC(=O)NCc4ccco4)s3)CC2=O)cc1 (stereo not drawn),19,i,-2.4
O=C(CNC(=O)C(c1ccccc1)c1ccccc1)N/N=C\c1ccc(C(=O)O)cc1,18,i,-1.5
COc1ccc(OCC(=O)N(Cc2ccco2)C2CCS(=O)(=O)C2)cc1 (stereo not drawn),0,i,-3.0
NC(=O)C1CCN(C(=O)NC2CC(=O)N(c3ccc4c(c3)OCCO4)C2)CC1 (stereo not drawn),17,i,-1.4
CCOC(=O)N1CCN(C(=O)c2ccc3c(=O)n(CCC4=CCCCC4)c(=O)[nH]c3c2)CC1,0,i,-1.3
Cc1ccccc1NS(=O)(=O)c1c(C(=O)N2CCCCCC2)c(C)n(C)c1C,18,i,-0.1
Cc1c(C(=O)N(C)CCOc2ccccc2)oc2c(Cl)cccc12,7,nt,0.8
Cc1ccc(CS(=O)(=O)CCC(=O)NCC2CCCO2)cc1 (stereo not drawn),27,i,-1.3
CCOC(=O)CNC(=O)CSc1nc(C)cc(C)c1C#N,4,i,0.2
Cc1cc(C(=O)OC(C(=O)Nc2ccc(C)c(Cl)c2)c2ccccc2)c(C)o1 (stereo not drawn),10,-5.8*,-0.5
O=S(=O)(c1cccc(-c2n[nH]c(=S)n2Cc2ccccc2)c1)N1CCOCC1,9,i,-0.6
O=C(c1ccccc1)N1CCCCC(Sc2nnnn2-c2ccccc2)C1=O (stereo not drawn),-4,i,0.2
CCC(C)n1c(=N)c(C#N)cc2c(=O)n3cccc(C)c3nc21 (stereo not drawn),17,i,2.0
O=c1cc(-c2ccccc2)nc2nc(-c3ccco3)[nH]n12,16,i,1.7
OCCN(CCO)c1ccc2ccccc2c1,21,i,0.0
CC1=C(C)CC(C(=O)N2CCN(Cc3ccc4c(c3)OCO4)CC2)C(C(=O)O)C1 (stereo not drawn),15,i,0.5
COc1cc(/C=C/C(=O)O)cc(S(=O)(=O)N(C)CCO)c1OC,33,i,-1.1
CN(C)Cc1ccc(CNC(=O)COc2ccc3ccccc3c2)cc1,5,i,-0.4
Cn1c2ccccc2c(=O)c2cc(C#Cc3cccc(N)c3)ccc21,92*,nt,-0.5
Cc1cc(/C=N\O)c(C)n1-c1ccncc1,15,i,2.7
Fc1ccc(OCCCCCCN2CCCC2)cc1,8,i,-0.2
CCCN(C#N)c1nc(NCC)nc(NC(C)C)n1,48,i,3.6
O=C(O)c1cccc2c1C(=O)c1ccc(N3CCCCC3)cc1S2(=O)=O,11,nt,1.7
CCN(CC(=O)Nc1ccc(OC)cc1)C(=O)c1ccc(=O)n(Cc2ccccc2)n1,6,nt,-0.9
CN(C)CCNC(=O)c1onc(CSc2nc3ccccc3[nH]2)c1C(=O)NCCN(C)C,16,i,-2.0
CCOC(=O)C1=C(C)NC2=C(C(=O)CCC2)C1c1ccc(N(C)C)cc1 (stereo not drawn),4,i,0.1
CC1CCCCN1C(=O)CSc1nnc(-c2cccs2)o1 (stereo not drawn),20,i,0.2
CC(C)(C)c1ccc(OCC(=O)N2CCN(C=O)CC2)cc1,-1,i,-1.3
COc1ccccc1N1CCN(S(=O)(=O)c2cccc(F)c2)CC1,12,i,3.5
O=C1CC(Sc2ccc(Cl)cc2)C(=O)N1c1ccc2c(c1)OCCO2 (stereo not drawn),1,i,-1.9

# Continuation.
SMILES,OX1R FRET antag,KCNQ2 inh,STK33 kinase inh
Cc1cccc(NC(=O)c2ccccc2C(=O)O)c1,8,i,0.6
O=C(CCS(=O)(=O)c1ccc(Br)s1)Nc1ccccc1Br,24,i,-0.2
Nc1nc2n(n1)C(c1cccs1)CC(c1ccc(Br)cc1)N2 (stereo not drawn),6,i,-0.5
O=C(CSc1nc2nc(-c3cccs3)cc(C(F)(F)F)c2c(=O)[nH]1)Nc1ccc(F)c(F)c1,33,i,-0.2
CCc1nc(N2CCN(C(=O)c3ccco3)CC2)c(C#N)c2c1COC(C)(C)C2,5,i,0.4
CCC(C)c1ccc(NC(=O)COC(=O)C2=COCCO2)cc1 (stereo not drawn),11,i,-0.9
O=C(CN1C(=O)NC2(CCCC2)C1=O)Nc1cc(S(=O)(=O)N2CCOCC2)ccc1OCC(F)(F)F,2,i,-0.1
Cc1ccc(N2CC(NC(=O)C(=O)c3c[nH]c4ccccc34)CC2=O)cc1C (stereo not drawn),8,i,-1.7
COc1ccc(N2CCN(C(=O)COC(=O)c3ccccc3OCc3ccc(F)cc3)CC2)cc1,17,i,-0.5
CC(C)(C)NC(=O)CSc1nnc(SCC(=O)NC(C)(C)C)s1,23,i,-0.2
Cc1ccc(-c2nnc(OCc3cccnc3)c3ccccc23)cc1,20,i,-1.0
CN/C(=C/[N+](=O)[O-])NCCSCc1ccc(CN(C)C)o1,13,i,-1.0
COc1ccc(NC(=O)[C@H](Cc2c[nH]c3ccccc23)NC(=O)[C@@H]2Cc3ccccc3CN2)cc1,10,i,-2.6
CCn1nc(C(=O)Nc2cccc3ccccc23)c(Cl)c1Cl,20,i,-0.1
